TDP2 absorb – blocks human TDP2 phosphodiesterase activity. O95551. recombinant TDP2, T5PNP hydrolysis, p-nitrophenol absorbance 415 nm. inhibition, % at 12.8 µM. 370,000 compounds, 0.34% hits;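 active = inhibition above the mean of all tested compounds plus 3 SD, set per campaign, cut at about 25% in these data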;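 note: 0% = DMSO with enzyme and 100% = buffer with substrate but no TDP2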
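System – recombinant human TDP2 · Quantity – TDP2 enzyme at 120 nM final · Doses – single concentration, 12.8 µM nominal, with 1% DMSO · Incubation – 2 h at 37 °C · Measured by – epi absorbance of p-nitrophenol freed from T5PNP by hydrolysis · Read-out – % inhibition relative to enzyme-containing and enzyme-free wells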
PLC-gamma1 inh – inhibitors of human phospholipase C gamma1; P19174; purified PLC-gamma1, fluorogenic substrate, fluorescence; inhibition, % at 12.2 µM; 370,000 compounds, 0.84% hits; AID 720700; in the data active = inhibition above about 9.5%
Target sequence (P19174 whole entry, looked up): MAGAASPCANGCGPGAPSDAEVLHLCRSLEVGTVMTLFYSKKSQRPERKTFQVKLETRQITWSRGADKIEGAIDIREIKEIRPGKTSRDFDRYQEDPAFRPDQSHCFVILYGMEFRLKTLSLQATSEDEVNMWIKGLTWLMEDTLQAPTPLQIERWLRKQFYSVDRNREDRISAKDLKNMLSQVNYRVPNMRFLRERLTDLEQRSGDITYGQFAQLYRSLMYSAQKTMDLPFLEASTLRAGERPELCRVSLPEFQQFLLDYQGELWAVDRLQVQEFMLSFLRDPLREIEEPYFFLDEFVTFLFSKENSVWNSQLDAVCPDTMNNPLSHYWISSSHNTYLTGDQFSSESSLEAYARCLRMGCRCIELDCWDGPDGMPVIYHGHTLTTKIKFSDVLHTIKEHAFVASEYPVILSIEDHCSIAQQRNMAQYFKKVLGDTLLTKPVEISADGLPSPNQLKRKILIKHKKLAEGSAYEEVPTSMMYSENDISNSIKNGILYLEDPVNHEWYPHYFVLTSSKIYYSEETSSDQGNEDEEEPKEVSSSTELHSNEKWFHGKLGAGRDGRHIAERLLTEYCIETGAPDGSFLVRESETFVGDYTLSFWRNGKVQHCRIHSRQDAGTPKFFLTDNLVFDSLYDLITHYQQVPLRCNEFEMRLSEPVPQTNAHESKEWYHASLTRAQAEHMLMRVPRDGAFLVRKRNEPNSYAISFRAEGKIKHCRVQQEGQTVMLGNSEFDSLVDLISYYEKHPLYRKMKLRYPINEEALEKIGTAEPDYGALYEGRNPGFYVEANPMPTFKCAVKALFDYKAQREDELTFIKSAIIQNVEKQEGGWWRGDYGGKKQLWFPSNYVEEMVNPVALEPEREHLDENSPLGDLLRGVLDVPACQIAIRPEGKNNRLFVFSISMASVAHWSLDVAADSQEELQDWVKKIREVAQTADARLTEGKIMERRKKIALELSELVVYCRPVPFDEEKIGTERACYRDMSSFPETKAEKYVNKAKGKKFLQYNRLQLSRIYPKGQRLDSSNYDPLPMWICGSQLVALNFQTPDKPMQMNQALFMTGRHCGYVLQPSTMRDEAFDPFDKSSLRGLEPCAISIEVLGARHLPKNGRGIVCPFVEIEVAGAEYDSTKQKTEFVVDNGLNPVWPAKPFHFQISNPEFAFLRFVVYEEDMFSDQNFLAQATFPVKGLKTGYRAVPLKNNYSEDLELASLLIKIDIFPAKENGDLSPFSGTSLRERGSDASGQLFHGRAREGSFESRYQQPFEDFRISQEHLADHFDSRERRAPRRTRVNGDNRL
DDE Tn6 FP inh – DD(E)-Tn6 binding inhibition, primary FP screen; Fibrin DD(E) TRITC-Tn6 fluorescence polarization displacement; inhibition, % at 8.3 µM; 370,000 compounds, 0.21% hits; AID 720509;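 active = inhibition above a per-campaign cutoff: mean of compounds within control limits plus 3 SD, cut at about 15% in these data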;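 note: 0% = median of all compound wells on the plate and 100% = blocking peptide control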
ADAM17 inh – ADAM17 inhibition, QFRET primary screen | P78536 | recombinant ADAM17, EDANS/DABCYL FRET peptide cleavage | inhibition, % at 6.95 µM | 370,000 compounds, 0.83% hits | AID 720648;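 active = inhibition above the mean of compounds lying between control limits plus 3 SD, set per campaign, cut at about 8.5% in these data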;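 note: 0% = DMSO-only wells as the low control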
PLCb3 inh – inhibitors of human phospholipase C beta3; inhibition, % at 12.2 µM; 370,000 compounds, 0.18% hits; Q01970; Purified PLC-beta3, fluorogenic substrate, fluorescence; in the data active = inhibition above about 11%;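 note: 0% = median of compound wells on plate and 100% = full blocker control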
ADAM10 inh – inhibitors of human ADAM10 | inhibition, % at 7 µM | O14672 | AID 720582 | 370,000 compounds, 0.62% hits | recombinant ADAM10, EDANS/DABCYL FRET peptide cleavage, 3 h;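 active = inhibition above a per-campaign cutoff equal to the mean of compounds falling between control-based bounds plus 3 SD, cut at about 20% in these data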;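 note: 0% = DMSO wells while the 100% control is not disclosed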
ASAP1 GAP inh – inhibitors of human ASAP1 ArfGAP activity | inhibition, % at 16.5 µM | Q9ULH1 | ASAP1-stimulated ARF1 GTP hydrolysis, GDP FP detection | 360,000 compounds, 0.19% hits; in the data active = inhibition above about 25%;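 note: 0% = vehicle with enzyme and substrate and 100% = no enzyme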
Tn7 DDE FP – disrupts Tn7 cyclic peptide binding to fibrin D-Dimer-E complex; FP displacement of FITC-Tn7 peptide from fibrin DD(E); 0% = median of compound wells per plate; inhibition, % at 8.3 µM; P02675; 370,000 compounds, 0.13% hits;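 active = inhibition above the mean of compounds falling within the control limits plus 3 SD of them, cut at about 14% in these data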;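 note: 0% = plate median of compound wells and 100% = 10 µM Aha-Tn7 peptide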
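system = human fibrin DD(E) protein | quantity = DD(E) 2 µM final | medium = Tris/NaCl/CaCl2 buffer, pH 7.8 | also added = labelled Tn7 tracer, 0.1 µM | compound dosing = single point at 8.3 µM | timing = compound with protein 10 min, then 3 h after probe, room temperature | signal = FP measurement | benchmarks = Aha-Tn7 high control | repeats = one replicate per compound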
SIAE primary – human SIAE inhibition, primary screen | inhibition, % at 9.66 µM | 370,000 compounds, 0.69% hits | SIAE FP-Rh probe binding, fluorescence polarization;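 active = inhibition above a cutoff: mean of compounds within the control limits plus 3 SD of those, cut at about 17% in these data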;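 note: 0% = plate median of compound wells and 100% = probe without SIAE protein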
ARFGAP1 inhibitor – inhibitors of rat ARFGAP1; Q62848; Arfgap1-stimulated ARF1 GTP hydrolysis, GDP FP detection; inhibition, % at 16.5 µM; 360,000 compounds, 0.26% hits; AID 651572;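 active = inhibition above a per-plate limit, mean inhibition of low control wells plus 3 SD, cut at about 25% in these data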;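 note: 0% = DMSO wells with enzyme and 100% = wells lacking Arfgap1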
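Repeats: one replicate per compound; assay system: rat Arfgap1 catalytic domain, aa 1-136; times: enzyme reaction 120 min at 25 °C after 20 min preincubation; detection: FP of antibody-bound GDP Alexa 633 tracer, ex 620/em 688 nm; benchmarks: high control wells lacking Arfgap1, low control full reaction with DMSO; reagent: human ARF1(Δ1-17)-GTP substrate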
Numbers without * were called inactive.

#	compound	TDP2 absorb	PLC-gamma1 inh	DDE Tn6 FP inh	ADAM17 inh	PLCb3 inh	ADAM10 inh	ASAP1 GAP inh	Tn7 DDE FP	SIAE primary	ARFGAP1 inhibitor
1	COCC(=O)Nc1ccccc1NC(C)=O	3	0	1	-2	2	5	12	-4	-1	10
2	O=C(Oc1ccccc1C(=O)Nc1ccccc1)c1ccc(Br)c([N+](=O)[O-])c1	6	-10	8	-24	-12	-81	-7	-1	4	4
3	COC(=O)[C@]1(C)N[C@H](CN(C)S(=O)(=O)c2ccc(C(C)(C)C)cc2)[C@@H]2C(=O)N(C)C(=O)[C@@H]21	-4	-1	-2	-1	-1	-4	-10	2	4	-4
4	CC(C)NC(=O)COC(=O)c1ccc(Cl)c(S(=O)(=O)N2CCCC2)c1	-3	3	-6	2	0	-4	4	2	-3	-8
5	O=C1C[C@H](NC(=O)OCc2ccccc2)CO1	-3	-2	7	1	-3	-9	-14	0	1	-1
6	O=C1C(Cc2ccccc2)C(c2ccccc2)N1c1ccccc1 (stereo not drawn)	-10	9	-4	2	3	12	-1	2	3	8
7	Cc1nn(Cc2ccccc2)c2c1C(c1ccco1)C(C#N)=C(N)O2 (stereo not drawn)	9	-5	-7	0	-6	-2	3	-4	5	-5
8	Cc1ccc(C2c3sc(=O)[nH]c3SC3C4CC(C5C(=O)N(C(C)C(=O)O)C(=O)C45)C23)cc1 (stereo not drawn)	1	-43	2	-9	-60	-25	0	9	1	-4
9	c1ccc(-c2nnc(-c3ccccc3)c(-c3c[nH]c4ccccc34)n2)cc1	3	-2	2	2	-7	1	6	-9	1	4
10	O=[N+]([O-])c1ccc(N/N=C\c2ccccc2OCc2ccccc2)cc1	-7	-13	-7	-1	-21	-12	-1	6	9	-5
11	COc1ccc(NCc2ccsc2)cc1	8	-1	3	-5	-8	-8	12	-5	1	-4
12	O=C(CSc1ccc(-c2ccccn2)nn1)Nc1nccs1	4	0	12	-4	-3	0	-18	0	-3	-11
13	O=C(CN1C(=O)NC(CCc2ccccc2)C1=O)Nc1ccc(F)c(F)c1F (stereo not drawn)	10	-2	5	-1	-1	2	1	4	0	10
14	O=[n+]1c2c(n([O-])c3cc(Br)ccc31)CCCC2	7	-3	1	-1	-2	-4	-5	-1	8	-8
15	CC1(C(=O)NCc2ccccc2)CSCC(=O)N1CC(F)(F)F (stereo not drawn)	4	2	-5	-1	1	-3	2	-4	2	-1
16	CN(C)C(=O)OCC1COc2ccccc2O1 (stereo not drawn)	-2	9.9*	-11	-4	-1	-8	-16	1	6	14
17	CC(=O)Nc1ccc2c(c1)C(N1CC3CCC(CC3)C1)c1ccccc1-2 (stereo not drawn)	8	3	1	-2	3	1	0	1	0	-2
18	CCOC(=O)c1c(C)[nH]c(C(=O)C(C)OC(=O)c2cccc(OCc3c(C)noc3C)c2)c1C (stereo not drawn)	-1	3	-1	13*	3	30*	9	3	-28	12
19	O=C(/C=C/c1ccco1)Nc1ccccc1N1CCOCC1	5	1	-6	-2	-2	-4	7	6	8	1
20	COc1ccc(C(=O)NC(C(=O)NCC2CCCO2)C(C)C)cc1 (stereo not drawn)	-15	10*	-1	2	5	9	-5	-4	-2	-3
21	CCN(CC)S(=O)(=O)c1ccc(NC2CCN(Cc3ccccc3)CC2)nc1	6	-2	-3	-2	-32	-3	-1	-2	-3	14
22	COc1ccc(S(=O)(=O)CCC(=O)Nc2c(C)cccc2C)cc1	-14	-4	-4	-1	-3	5	1	3	-1	5
23	C=CCNc1nc2c(c(=O)n(C)c(=O)n2C)n1CC	5	0	-4	-3	1	-9	-1	-1	5	-1
24	C[C@H]1CN([C@@H](C)CO)C(=O)c2cccc(NC(=O)c3ccncc3)c2O[C@H]1CN(C)C(=O)Nc1ccccc1	6	2	4	-7	0	2	4	0	1	-8
25	CCc1ccc(N(C(=O)c2csnn2)C(C(=O)NC2CCCCC2)c2ccncc2)cc1 (stereo not drawn)	-8	-1	-6	0	-4	6	-4	0	3	-11
26	CCC(CO)Oc1cc(NC(=O)c2ccccc2)c2ncn(C(C)C)c2c1 (stereo not drawn)	3	-2	1	-4	-4	-5	8	-4	3	4
27	Cc1ccc2nc(/C(C#N)=C\c3cc(O)ccc3[N+](=O)[O-])[nH]c2c1	6	-44	-5	-5	-54	-2	-1	4	6	8
28	COC(=O)[C@]12CCCCC=C1N(Cc1ccc(Cl)cc1Cl)C(=O)[C@H](CC(=O)NCCc1ccccc1OC)C2	-2	-2	-3	1	-2	4	-6	-3	0	-5
29	Cc1ccc2nc(SCC3CCCCO3)[nH]c2c1 (stereo not drawn)	6	0	11	-3	-2	-5	-8	-3	5	15
30	CNC(=O)[C@H](C)[C@@H]1C[C@@]1(C)[C@@H](NC(=O)OCc1ccccc1)c1ccccc1	3	2	2	-6	-2	-7	6	6	8	-3
31	CN(C)C(=O)c1cn(-c2ccccc2)c(=O)c2ccccc12	8	-1	1	-3	1	-20	-1	2	-3	-8
32	Cc1oc(CN2CCOCC2)cc1C(=O)O	1	2	7	-2	1	-5	-5	-1	-3	-8
33	CCCCS(=O)(=O)Nc1ccc2ncn(C)c(=O)c2c1	-7	-52	1	-47	-57	-173	-1	-3	5	3
34	CCCCCn1nc(C)c2c(C)cc(=O)[nH]c21	5	-4	-9	-4	0	1	-12	-6	2	-4
35	CC(=O)N1c2ccc(S(=O)(=O)N3c4ccccc4CC3C)cc2CC1C (stereo not drawn)	8	2	6	0	-7	14	-4	1	0	-1
36	COc1ccc(/C=C/C(=O)NCC2COc3ccccc3O2)cc1OC (stereo not drawn)	-4	-10	3	-15	-14	-32	4	0	-7	-7
37	COc1ccc(-c2c(C)nn3c(NC4CCCC4)cc(C)nc23)cc1OC	0	-38	-2	-6	-58	-8	-3	8	5	5
38	Cn1nnc(NC(=S)NC(=O)Cc2ccccc2)n1	2	2	-1	0	5	-3	-2	5	6	-10
39	CS(=O)(=O)N(CCc1ccccc1)CC(=O)N1CCc2ccccc2C1	-4	2	11	-1	-1	-3	2	0	2	4
40	CC(C)N(CC#CC(O)(c1ccccc1)c1ccccc1)C(C)C	-2	-1	2	-5	-5	-3	2	-1	-2	-1
41	O=C1c2ccc([N+](=O)[O-])cc2C(=O)N1c1c[nH]c(=O)[nH]c1=O	5	0	-3	0	8	10	-5	6	6	-5
42	CCc1ccc(Nc2nnc(SCC(=O)NCCN3C(=O)CSC3=O)s2)cc1	4	0	-4	0	3	1	1	2	6	-5
43	O=C(CNC(=O)OCc1ccccc1)NCC(=O)N1CCCC1C(=O)OCc1ccccc1 (stereo not drawn)	-8	0	6	1	2	7	13	-1	-1	6
44	CNc1nc(Oc2ccc(C(=O)OC)cc2)nc(SC)n1	1	-4	-2	-6	-9	4	6	5	3	-1
45	COC(=O)c1sccc1NC(=S)Nc1ccccc1	8	3	-8	-3	4	-5	14	3	17	-3
46	Cn1ccsc1=NC(=O)c1cccc(C#N)c1	-4	-5	-3	-4	-15	0	-10	0	-4	0
47	Cc1cc(C)c(S(=O)(=O)N(C)CC(=O)NCCCn2ccnc2)c(C)c1	-5	-1	14	-4	-7	-4	11	7	1	-9
48	CCOC(=O)C1C(=O)NC(N2CCN(Cc3ccccc3)CC2)=NC1c1ccccc1 (stereo not drawn)	3	-1	12	-3	0	-3	8	2	2	-12
49	COc1ccc(C(=O)OCC(=O)N2c3ccccc3CC2C)cc1S(=O)(=O)N1CCOCC1 (stereo not drawn)	-6	4	2	1	4	-1	1	-9	0	18

Screens: PubChem BioAssay, The Scripps Research Institute Molecular Screening Center
